LYPLA2 counter: counter-screen for PME1 inhibitors: inhibitors of human LYPLA2; O95372; 0.38% of 320,000 active; inhibition, % at 5.9 µM; recombinant LYPLA2, FP-Rh probe fluorescence polarization; AID 2177;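 active = inhibition above the screen-wide mean plus 3 SD, limit set per campaign, cut at about 26% in these data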;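 note: 0% = LYPLA2 with DMSO and 100% = wells lacking LYPLA2 enzyme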
LYPLA1 inh: blocks human lysophospholipase 1, a PME1 counter-screen; O75608; recombinant LYPLA1, FP-Rh probe fluorescence polarization; 0.16% of 320,000 active; inhibition, % at 5.9 µM;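 active = inhibition above the mean of all tested compounds plus 3 SD, set per campaign, cut at about 14% in these data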;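 note: inhibitors block serine hydrolase probe labeling of LYPLA1 so polarization falls; 0% = enzyme with DMSO and 100% = wells lacking LYPLA1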
PAFAH2 FP inh: PAFAH2 (human) inhibition. Q99487. 0.99% of 340,000 active. recombinant PAFAH2, FP-rhodamine activity probe, fluorescence polarization. AID 492956. inhibition, % at 3.39 µM;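 active = inhibition above the mean over all tested compounds plus 3 SD, cut at about 30% in these data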;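 note: inhibitors block probe labeling of enzyme so polarization drops; 0% = enzyme with DMSO and 100% = wells lacking PAFAH2 protein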
EBNA-1 inhibitor: blocks EBNA-1 binding to DNA; 0.34% of 300,000 active; AID 1950; inhibition, % at 14.8 µM; EBNA-1 DNA binding, fluorescence polarization; in the data active = inhibition above about 28%
GSTO1 counter: counter-screen for RBBP9 inhibitors: inhibitors of human GSTO1 | P78417 | recombinant GSTO1, activity-based probe fluorescence polarization | inhibition, % at 5.96 µM | 1.1% of 300,000 active | AID 1974;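 active = inhibition above the campaign mean inhibition plus 3 SD, cut at about 35% in these data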;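 note: 0% = GSTO1-1 with DMSO and 100% = wells lacking GSTO1-1 enzyme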
PREPL inh: inhibits the human prolyl oligopeptidase-like enzyme; 0.68% of 320,000 active; recombinant PREPL, fluorescence polarization activity-based probe; inhibition, % at 5.96 µM; Q4J6C6; in the data active = inhibition above about 43%;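 note: 0% = enzyme with DMSO and 100% = wells lacking enzyme; many of its hits are not listed in these tables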
PAFAH1B3 inh: inhibitors of human PAFAH1B3 | AID 492972 | recombinant PAFAH1B3, FP-rhodamine probe, fluorescence polarization | 0.28% of 340,000 active | inhibition, % at 3.39 µM | Q15102;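 active = inhibition above the screen-wide average of all tested compounds plus 3 SD, cut at about 25% in these data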;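 note: 0% = enzyme with DMSO only and 100% = wells lacking PAFAH1B3 protein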
Target sequence (Q15102 whole entry, looked up): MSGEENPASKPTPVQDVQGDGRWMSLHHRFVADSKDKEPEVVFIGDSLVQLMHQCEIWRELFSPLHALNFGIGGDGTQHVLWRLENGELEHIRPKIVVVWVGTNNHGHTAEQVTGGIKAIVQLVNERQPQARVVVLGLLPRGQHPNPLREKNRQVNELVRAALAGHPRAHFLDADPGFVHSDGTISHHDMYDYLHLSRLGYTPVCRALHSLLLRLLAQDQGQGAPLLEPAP
ZTA counter: ZTA (EBV) inhibition in EBNA-1 counter-screen; 0.15% of 320,000 active; inhibition, % at 11 µM; AID 2234; ZTA-DNA binding, fluorescence polarization; in the data active = inhibition above about 33%
PAD4 FP inh: PAD4 (human) enzyme inhibition; inhibition, % at 6.36 µM; recombinant PAD4, RCA probe fluorescence polarization; 0.41% of 330,000 active;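 active = percent inhibition above a cutoff equal to the mean of all tested compounds plus 3 SD, cut at about 15% in these data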;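 note: 0% = PAD4 with RCA probe and DMSO and 100% = probe without PAD4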
Target sequence (Q9UM07 whole entry, looked up): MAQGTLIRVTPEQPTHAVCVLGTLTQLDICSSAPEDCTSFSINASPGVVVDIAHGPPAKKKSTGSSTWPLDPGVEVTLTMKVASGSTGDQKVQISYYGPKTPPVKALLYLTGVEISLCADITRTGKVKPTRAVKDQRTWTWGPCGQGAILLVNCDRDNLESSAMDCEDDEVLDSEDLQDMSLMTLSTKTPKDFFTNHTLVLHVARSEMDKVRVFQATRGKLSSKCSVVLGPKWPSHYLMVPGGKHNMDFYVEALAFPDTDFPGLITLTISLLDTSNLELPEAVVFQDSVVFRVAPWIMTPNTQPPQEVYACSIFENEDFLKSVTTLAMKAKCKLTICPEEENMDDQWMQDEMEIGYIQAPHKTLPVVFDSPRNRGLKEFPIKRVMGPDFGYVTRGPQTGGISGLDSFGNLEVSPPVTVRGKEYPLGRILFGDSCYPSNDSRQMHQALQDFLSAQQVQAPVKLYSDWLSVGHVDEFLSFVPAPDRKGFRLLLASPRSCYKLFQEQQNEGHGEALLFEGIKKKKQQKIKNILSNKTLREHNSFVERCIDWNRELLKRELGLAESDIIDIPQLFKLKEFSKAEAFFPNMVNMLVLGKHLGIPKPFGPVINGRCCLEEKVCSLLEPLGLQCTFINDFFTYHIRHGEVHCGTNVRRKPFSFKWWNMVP
Active calls of the source: *; . = not tested or not shown.

No. | molecule | LYPLA2 counter | LYPLA1 inh | PAFAH2 FP inh | EBNA-1 inhibitor | GSTO1 counter | PREPL inh | PAFAH1B3 inh | ZTA counter | PAD4 FP inh
1 | CCN(CC)S(=O)(=O)c1cc(NC(=O)CSCc2c(C)noc2C)ccc1C | . | . | 5 | . | . | 5 | 1 | . | 1
2 | COc1ccc2oc(=O)c(C(=O)NCCc3ccc(OC)c(OC)c3)cc2c1 | 1 | 0 | 6 | -5 | 1 | 11 | 7 | -7 | 7
3 | O=C(CCl)Nc1ccc(S(=O)(=O)NC2=NCCCCC2)cc1 | . | . | 10 | . | . | -1 | 14 | . | 0
4 | COc1ccc(OCC(=O)N/N=C/c2cccc3cccnc23)cc1 | 5 | 5 | 2 | 3 | -1 | 13 | 7 | -3 | 8
5 | O=C(COc1ncnc2ccccc12)NC1CCCCC1 | . | . | 0 | . | . | 4 | 3 | . | -3
6 | Cc1cc(N(C)C)c(C#N)c(N2CCOCC2)n1 | -2 | -2 | 3 | 6 | 14 | 18 | 3 | -17 | -2
7 | CC(C)(C)OC(=O)[C@H](NC(=O)OCc1ccccc1)c1ccccc1 | 5 | 5 | -8 | . | . | 11 | 10 | 16 | -3
8 | COc1cc2c(C(=O)N3CCN(c4ccccc4)CC3)c(C)oc2cc1Br | -2 | -2 | -6 | -10 | -3 | -7 | -6 | -3 | 0
9 | Nc1cnn(C2CCCO2)c(=O)n1 (stereo not drawn) | -2 | -1 | 3 | -1 | 0 | 15 | 7 | -12 | 2
10 | O=C(O)c1ccccc1Nc1cccc(OCc2ccc3ccccc3n2)c1 | 9 | -1 | 11 | 1 | 7 | 37 | 7 | -2 | 3
11 | Cc1nnc(N(C)C(=O)c2cnccn2)s1 | 2 | 3 | -6 | 8 | 3 | 6 | 3 | 5 | 6
12 | CCOC(=O)c1sc(NC(=O)c2ccc(C)o2)nc1C | 4 | -1 | -2 | -8 | 2 | 13 | 9 | -7 | 0
13 | Cc1ccc(-c2nnc(Oc3cccc(C)c3)c3ccccc23)cc1 | 0 | -3 | 4 | -4 | 0 | -1 | 4 | 0 | 0
14 | O=C(NCCN1Cc2ccccc2C1=O)c1cccs1 | 4 | -1 | -3 | -8 | -6 | -5 | -8 | 6 | -2
15 | COc1ccc(CNC(=O)c2[nH]c(C)c(C(C)=O)c2C)cc1 | 5 | -17 | -3 | -1 | 0 | 2 | 0 | 11 | -7
16 | COc1cc(/C=C2\SC(=S)N(NC(=O)c3ccc(O)c(OC)c3)C2=O)ccc1O | -243 | -137 | -185 | 10 | -57 | -167 | -166 | 16 | -47
17 | CC(C)Nc1cc(N2CCCC2)ccc1[N+](=O)[O-] | 3 | 0 | 2 | 10 | -9 | 3 | 5 | -9 | 0
18 | Cc1ccc(S(=O)(=O)n2ccc(OC(=O)c3cccs3)n2)cc1 | 3 | 0 | -3 | 11 | 11 | 18 | 2 | 8 | -2
19 | CCc1cccc2c1NC(=O)C21N2CCCC2C(C(=O)c2ccc3ccccc3c2)C12C(=O)Nc1ccccc12 (stereo not drawn) | 4 | -1 | -1 | 6 | -3 | 11 | -7 | -3 | 3
20 | CC(NC(=O)c1cccnc1)C(c1cccs1)N1CCN(c2ccccc2F)CC1 (stereo not drawn) | 6 | -3 | 1 | 14 | 6 | 1 | 1 | 4 | -4
21 | CCOC(=O)C1CCN(C(=O)c2ccc3c(c2)OCCO3)CC1 | . | . | 4 | . | . | 12 | 3 | . | 1
22 | Cc1ccccc1C(=O)c1cccn1CC(=O)NCCCc1ccccc1 | -2 | 0 | -4 | -10 | 2 | 5 | 2 | 2 | -1
23 | CCN1CCN(S(=O)(=O)c2c(C)[nH]c(C)c2C(=O)N2CCCCC2)CC1 | 5 | -1 | 5 | 14 | 4 | 24 | -4 | 9 | 1
24 | N/C(CCS(=O)(=O)c1ccc(Cl)cc1)=N\OC(=O)c1ccccc1Cl | 4 | 2 | 0 | 10 | -3 | -10 | 1 | 9 | 0
25 | O=C(N/N=C/c1cccc(O)c1)NC1CCCCC1 | -2 | -1 | 3 | -5 | -9 | 2 | 5 | -2 | -9
26 | COc1ccc(-n2c(SCC(=O)O)nc3sc4c(c3c2=O)CCC4)cc1 | 2 | -1 | 17 | 5 | -8 | -6 | 5 | 1 | 1
27 | Nc1nc(=S)c2ncn(C3OC(CO)C(O)C3O)c2[nH]1 (stereo not drawn) | -4 | -2 | 18 | -16 | 13 | 10 | 14 | -2 | 0
28 | O=C1CCc2cc(S(=O)(=O)N3CCC(C(=O)NCc4ccccn4)CC3)ccc2N1 | -8 | 0 | 10 | -4 | 1 | 6 | 9 | -4 | 5
29 | COc1cccc(C2C(C#N)=C(N)Oc3cc(C)n(Cc4ccco4)c(=O)c32)c1 (stereo not drawn) | -2 | -1 | -3 | -14 | 6 | -9 | 4 | -1 | 8
30 | CC1CCc2sc(C(=O)N(C)CC(=O)Nc3ccc(N4CCOCC4)cc3)cc2C1 (stereo not drawn) | 3 | -1 | 8 | -8 | 2 | 9 | 8 | 3 | 1
31 | CC(C)CNC(=O)NC1C(NC(=O)NCC(C)C)N(C)C(=O)N1C (stereo not drawn) | 5 | -1 | -1 | -7 | -1 | 25 | 3 | 15 | -3
32 | C[n+]1cccc(CNC(=O)/C=N/O)c1 | 0 | 2 | 3 | -3 | -3 | 9 | 3 | 7 | -8
33 | O=C(Cc1ccccc1)NCC1OCCc2ccccc21 (stereo not drawn) | 0 | -4 | 6 | -5 | -5 | 12 | 4 | 10 | 0
34 | CCOC(=O)c1c(C)[nH]c(C)c1C(=O)COC(=O)c1cccnc1SC | -3 | -3 | -1 | . | . | -5 | -6 | -10 | -5
35 | CC1CCC(NC(=O)COC(=O)c2ccc3ncsc3c2)CC1 (stereo not drawn) | 1 | 2 | 83* | . | . | 13 | 5 | -2 | -3
36 | COc1ccc(C(=O)N/C(=C\c2cn(C)c3ccccc23)C(=O)OCCN(C)C)cc1 | -3 | 3 | 1 | 8 | 5 | 8 | 4 | 8 | 5
37 | COc1cccc(NC(=O)Cn2cc(C=O)c3ccccc32)c1 | 14 | -1 | 4 | -2 | 5 | 21 | 6 | -1 | 1
38 | COC(=O)c1ccc(CSc2nc3ccccc3c(=O)n2-c2cccc(OC)c2)o1 | 9 | -1 | -1 | -1 | -3 | 5 | -1 | 17 | 0
39 | Cc1ccc(N2CCN(S(=O)(=O)N(C)C)CC2)cc1C | -5 | -1 | 2 | -9 | 5 | 4 | -4 | -12 | -5
40 | COc1cccc(C(=O)n2ccc(-c3cccs3)n2)c1 | 3 | 3 | 32* | -3 | 3 | 0 | 7 | 5 | -1
41 | NC(N)=N/N=C/c1ccc(OCc2ccccc2)cc1 | 3 | 3 | -1 | 2 | -8 | 23 | 11 | 4 | 0
42 | COc1cccc(NC(=O)c2cn(C)c(=O)c3cc(OC)c(OC)cc23)c1 | -7 | 1 | 6 | -5 | 0 | 13 | 6 | -7 | 1
43 | COc1cc(/C=C/C(=O)OCC(=O)NC2CCCCCCC2)ccc1O | . | . | 76* | . | . | 17 | -8 | . | -2
44 | Clc1ccc(CNc2ccc(CNc3ncn[nH]3)cc2)cc1 | 5 | 0 | -4 | -4 | 0 | 17 | 1 | -6 | -2
45 | CCOc1ccc2[nH]c3ncccc3c(=O)c2c1 | 1 | -1 | 6 | 1 | 5 | 11 | -1 | -2 | 1
46 | COc1ccc(C(=O)C(O)C(c2ccc(C)cc2)N2CCOCC2)cc1OC (stereo not drawn) | 1 | -3 | -4 | 6 | 7 | -5 | 4 | 10 | -4
47 | CC(CCc1ccccc1)NCc1ccc(Cl)cc1Cl (stereo not drawn) | 2 | 4 | -4 | -8 | 2 | -19 | 5 | -4 | -9
48 | O=C(CN1CCN(S(=O)(=O)c2ccc3ccccc3c2)CC1)Nc1ccc2c(c1)CCC2 | -3 | -2 | -2 | 8 | -6 | -45 | 1 | 7 | -2
49 | CCOc1ccc(CCNC(=O)COC(=O)c2nc3nc(C)cc(C)n3n2)cc1OCC | 1 | 6 | -2 | -1 | 0 | 6 | 10 | 0 | -8
50 | CN1CCN(c2ccccc2NC(=O)c2ccc([N+](=O)[O-])o2)CC1 | 3 | -4 | 6 | 7 | 9 | 15 | 6 | 1 | -14
51 | CCC1CCCCN1C(=S)Nc1ccc(C(C)=O)cc1 (stereo not drawn) | 0 | -2 | -6 | 2 | 6 | 6 | 1 | -24 | -1
52 | COc1ccc(OC)c(NC(=O)CCC(=O)N(Cc2ccc(OC)c(OC)c2)c2nccs2)c1 | 7 | -1 | 1 | -7 | 8 | -1 | -9 | 0 | -2
53 | C=CCn1c(SCC(=O)Nc2ccc(N3CCOCC3)cc2)nc2ccccc2c1=O | 7 | 2 | 0 | 3 | 2 | 2 | 0 | 11 | -1
54 | COC(=O)CCC(=O)c1oc2ccccc2c1N | 8 | -1 | -1 | 13 | 7 | 14 | 7 | -20 | 5
55 | NC(=O)c1cnn2c(-c3ccc(Cl)cc3Cl)ccnc12 | 2 | -3 | -15 | -17 | -1 | 8 | 4 | -3 | -7
56 | O=C(O)CSc1ccc(Oc2ccc(SCC(=O)O)cc2)cc1 | -5 | -2 | -8 | 1 | 2 | -1 | 2 | 2 | 1
57 | Cn1nnnc1SCC(=O)Nc1nc(-c2ccc(F)c(F)c2)cs1 | -6 | -7 | 0 | 5 | -4 | -37 | -2 | 22 | -3
58 | COc1ccc(CCN(C)C(=O)c2cc(S(=O)(=O)N3CCCCC3)ccc2Cl)cc1OC | 0 | 1 | -2 | 5 | 1 | -1 | -3 | 12 | 2
59 | CC(=O)N1CCSc2ccc(S(=O)(=O)Nc3cccc(C)c3)cc21 | 6 | 2 | 11 | 6 | 24 | 12 | 9 | 1 | 0
60 | Cc1cc(C)c2c(=O)[nH]c(SCc3ccccc3)nc2n1 | 0 | 3 | 7 | -7 | 4 | 4 | -5 | -6 | 0

The listing continues:
No. | molecule | LYPLA2 counter | LYPLA1 inh | PAFAH2 FP inh | EBNA-1 inhibitor | GSTO1 counter | PREPL inh | PAFAH1B3 inh | ZTA counter | PAD4 FP inh
61 | Cc1nnc(-n2cnc3ccccc32)c2ccccc12 | 10 | 1 | 2 | 4 | 9 | -3 | 1 | 2 | -1
62 | CC(C)(C)C(=O)Nc1cc(NC(=O)C(C)(C)C)cc(C(=O)NNC(=O)c2ccncc2)c1 | -3 | 7 | 3 | 1 | 0 | -10 | 3 | 11 | -1
63 | O=C(CSc1nc(O)c(C2CCCCC2)c(=O)[nH]1)Nc1ccccc1Cl | 2 | 1 | 2 | 1 | 1 | -3 | -3 | -3 | 9
64 | CN(C)c1ccc(NC(=O)c2ccncc2)c2ccccc12 | 0 | 0 | -5 | -9 | -4 | 15 | -2 | 1 | -10
65 | CCCc1cc(CNC(=O)C2CCC(=O)N(Cc3ccccc3OC)C2)on1 (stereo not drawn) | -2 | -6 | -5 | 4 | -3 | 8 | 5 | 8 | -2
66 | CC(OC(=O)c1cc(S(=O)(=O)N2CCOCC2)ccc1F)C(=O)NCC1CCCCC1 (stereo not drawn) | . | . | 7 | . | . | -4 | 9 | . | 2
67 | Oc1ccc(-c2nnc(SCC3CCCCC3)o2)cc1 | -7 | -10 | 0 | -8 | -3 | -8 | 1 | 15 | 0
68 | Cc1ccc(C(=O)NCCCNC(=O)COc2ccc(Cl)c(C)c2)cn1 | -1 | -1 | 6 | 4 | -11 | 2 | 4 | 5 | 0
69 | COC(=O)[C@H](CCSC)NC(=O)Nc1ccc(S(N)(=O)=O)cc1 | 1 | -1 | 3 | 0 | 0 | -7 | 9 | -1 | -2
70 | CC(=O)c1ccc(NC(=O)/C(=C\c2ccc(F)cc2)NC(=O)c2ccco2)cc1 | -1 | 0 | -12 | 3 | 1 | 0 | 0 | 0 | -2
71 | O=C(Nc1cccc(S(=O)(=O)N2CCCC2)c1)c1cc(S(=O)(=O)N2CCOCC2)ccc1F | -2 | -1 | -8 | -9 | -3 | 11 | 1 | -11 | 1
72 | Cc1cc(NC(=O)Cn2nc3c(cc2=O)CCCC3)ccc1Br | 3 | -3 | -1 | 4 | 10 | -57 | 9 | -2 | -4

Compound activity from PubChem.

Only part of the results is shown; count on the stated rates, not on these rows.
